Screening results (PubChem)
G9a block = blocks human histone lysine methyltransferase G9a | Potency, µM (doses to about 102 µM), without a hit: at the top dose activity, negative = inhibition, hits mostly inhibitors | 8.8% of 350,000 active | G9a H3K9 monomethylation, AlphaScreen, 2 h; note: potency is the fitted concentration of half-maximal effect; % is set by controls: 0 for no effect and ±100 for the full control effect; nearly all actives have a fitted effect of over 75% in size
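Step 1: enzyme (final 20 nM) with compound, 15 min RT. Step 2: substrate peptide 500 nM and SAM 20 uM, 2 h RT. Step 3: anti-H3K9me1 antibody and AlphaScreen beads, 10 min, then plate read.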
HP1b binding inh = HP1-beta chromodomain-methylated histone interaction inhibition | Potency, µM (doses to about 114 µM), for inactives: at the highest dose activity change, negative = inhibition, most hits filed as inhibitors | AlphaScreen HP1-beta / biotin-H3K9me3 peptide binding | 0.56% of 390,000 active | AID 540317 | P83916; note: potency is the fitted concentration of half-maximal effect; nearly all actives have a fitted effect of over 70% in size; inactives centre near 23
Target sequence (P83916 whole entry, looked up): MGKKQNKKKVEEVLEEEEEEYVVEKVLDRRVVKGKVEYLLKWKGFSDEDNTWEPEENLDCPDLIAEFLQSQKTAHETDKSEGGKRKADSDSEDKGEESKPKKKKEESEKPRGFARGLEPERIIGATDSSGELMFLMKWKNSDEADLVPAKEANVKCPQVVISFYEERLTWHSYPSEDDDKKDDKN
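Compound inhibition of the preformed complex between 50 nM HP1-beta and 50 nM biotinylated H3K9me3 peptide was read by AlphaScreen. Buffer was PBS pH 7.4 with 0.01% Tween-20. Incubations ran 30 min at room temperature, with 10 ug/mL donor/acceptor beads.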
GLS inh = blocks human kidney-isoform glutaminase activity; Potency, µM (highest dose often 45.5 µM), without a hit: at the highest dose activity change, negative = inhibition, usual class: inhibitors; 0.21% of 410,000 active; O94925; AID 624170; GLS enzymatic activity, qHTS titration; note: potency is the fitted concentration of half-maximal effect; % is set by controls: 0 for no effect and ±100 for the full control effect
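hKGA in 45 mM KH2PO4 pH 8.2, 0.02% Tween-20 with pin-transferred compounds; 1 mM L-glutamine (stock) plus glutamate oxidase/HRP/Amplex Red coupling added. Fluorescence read initially and after 30 min at RT.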
ALOX12 inh = blocks human arachidonate 12S-lipoxygenase; purified 12hLO, xylenol orange hydroperoxide absorbance; Potency, µM (highest dose often 108 µM), without a hit: at the top dose activity change, negative = inhibition, usual class: inhibitors; P18054; 1.1% of 580,000 active; note: potency is the fitted concentration of half-maximal effect; % is set by controls: 0 for no effect and ±100 for the full control effect
Target sequence (P18054 whole entry, looked up): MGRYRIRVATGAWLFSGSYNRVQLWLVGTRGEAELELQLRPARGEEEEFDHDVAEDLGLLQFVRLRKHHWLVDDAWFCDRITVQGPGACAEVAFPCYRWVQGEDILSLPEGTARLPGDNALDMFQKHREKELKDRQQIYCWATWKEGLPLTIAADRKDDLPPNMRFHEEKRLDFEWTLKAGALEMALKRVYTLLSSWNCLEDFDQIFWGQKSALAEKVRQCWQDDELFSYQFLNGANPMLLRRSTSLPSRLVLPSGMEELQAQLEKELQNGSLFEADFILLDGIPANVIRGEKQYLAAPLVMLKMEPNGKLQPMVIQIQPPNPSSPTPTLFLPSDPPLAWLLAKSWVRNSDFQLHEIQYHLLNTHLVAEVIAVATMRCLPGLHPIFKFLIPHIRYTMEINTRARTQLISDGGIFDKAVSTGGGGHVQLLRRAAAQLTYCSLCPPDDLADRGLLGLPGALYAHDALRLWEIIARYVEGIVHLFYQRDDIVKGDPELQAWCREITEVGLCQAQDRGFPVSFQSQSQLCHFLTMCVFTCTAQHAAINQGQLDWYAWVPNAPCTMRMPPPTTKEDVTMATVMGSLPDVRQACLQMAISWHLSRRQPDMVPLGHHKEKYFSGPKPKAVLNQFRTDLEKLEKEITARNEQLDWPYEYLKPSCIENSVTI
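Purified human 12hLO (150 nM final) in 25 mM Hepes, 0.01% Triton X-100, pH 7.0 was preincubated 15 min at room temperature with compound. Then 40 uM arachidonic acid was added, 30 min. Hydroperoxide was read by Fe-XO absorbance ratio 573/405 nm.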
RGS4 inh = human RGS4 inhibition. P49798. Transcreener GDP fluorescence polarization, RGS4-accelerated GTP hydrolysis. Potency, µM (series often up to 114 µM), for inactives: at the top dose activity change, negative = inhibition, actives largely listed as inhibitors. 0.039% of 390,000 active; note: potency is the fitted concentration of half-maximal effect; % is set by controls: 0 for no effect and ±100 for the full control effect; nearly all actives have a fitted effect of over 75% in size; some results filed as inactive show a strong effect at the top dose
Target sequence (P49798 whole entry, looked up): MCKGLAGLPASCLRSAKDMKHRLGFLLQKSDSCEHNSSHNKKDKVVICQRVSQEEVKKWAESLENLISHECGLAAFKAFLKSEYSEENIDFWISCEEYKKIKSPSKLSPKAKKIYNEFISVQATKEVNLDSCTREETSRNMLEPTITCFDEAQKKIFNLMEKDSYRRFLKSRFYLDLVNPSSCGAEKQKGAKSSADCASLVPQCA
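MLSMR compounds (23 nl, pin-transferred) preincubated 10 min at room temperature with a 500nM (2x) first reagent, then RGS4 at 900nM (2x) plus Transcreener GDP mix added; fluorescence polarization (620/688 nm) read before and after 90 min at 30 °C.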
BAZ2B block = BAZ2B (human) inhibition; Potency, µM (highest dose often 114 µM), for the others: top-dose activity change, negative = inhibition, most hits filed as inhibitors; AID 504333; AlphaScreen BAZ2B-H3K14Ac peptide displacement; Q9UIF8; 4.4% of 360,000 active; note: potency is the fitted concentration of half-maximal effect; % is set by controls: 0 for no effect and ±100 for the full control effect; nearly all actives have a fitted effect of over 60% in size
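AlphaScreen displacement of biotin-H3(5-23)K14Ac peptide (50 nM final) from BAZ2B (50 nM final) in PBS pH 7.4, 0.01% Tween-20; complex preformed 30 min RT, then compounds (top 110 uM) 30 min RT, beads 20 min dark.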
PI4K2A block = blocks human PI4K2A kinase activity; Q9BTU6; purified PI4K2A, ADP-Glo luminescence, 1 h; hits give low values; activity change, negative = inhibition, % at 76.9 µM; AID 1346378; 0.13% of 420,000 active; in the data active = activity change below about -50%; inconclusive = mostly about -30% to -49%;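 note: -100% = wells without enzyme as full effect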
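Compounds are screened against recombinant PI4K2A using PI as substrate and ATP, the latter dispensed at 300 microM. Reactions run one hour at ambient temperature before ADP-Glo detection; full inhibition defined by wells lacking enzyme.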
ERG-DNA inh = ERG Ets/DNA interaction inhibition. P11308. fluorescence polarization, His-ERG Ets domain / labelled DNA. Potency, µM (titrated, usually from 76.9 µM), inactives show at the top dose FP activity, negative = inhibition, most hits filed as inhibitors. 0.028% of 370,000 active. AID 624246; active = well fitted inhibition curve with a large enough effect in the polarisation, with a control signal flat; inconclusive = small, poorly fitted or top-dose-only effect, or effect the other way, or a change in a side signal; inactive = no such curve, though single readings can be large or run the other way; the % refers to the polarisation;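 note: polarization taken with two DNA probes labelled with fluorescein and Texas red; potency is the fitted concentration of half-maximal effect; % of control where 0% means no effect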
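His-tagged ERG Ets domain (1 uM in the protein solution; 300mM KCl, 50mM Tris-HCl, 1mM EDTA, 1mM DTT, pH 7.5) received compound, then a probe mix of 5 nM fluorescein-DNA and 100nM Texas-615-DNA. Fluorescence polarization was read for both dyes.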
JMJD2A Tudor inh = inhibitors of human JMJD2A Tudor domain; O75164; AlphaScreen JMJD2A-Tudor / H3K4me3 peptide binding; Potency, µM (series often up to 114 µM), inactives show top-dose activity change, negative = inhibition, hits mostly inhibitors; 4.4% of 390,000 active; AID 504339; note: potency is the fitted concentration of half-maximal effect; % is set by controls: 0 for no effect and ±100 for the full control effect; nearly all actives have a fitted effect of over 50% in size
Numbers without * were called inactive; ? = inconclusive; / = not tested or not shown; [ ] = dose if it differs, or a comment. Unless noted, calls come from the whole dose curve; as a rule, active = well fitted curve in the direction sought with a large enough effect; inconclusive = small, poorly fitted or top-dose-only effect, or another doubt; inactive = no such curve, though single readings can be large; an effect the other way counts as inactive or inconclusive.

1: COc1cc(C(=O)OCC(=O)c2cc(C)n(CC3CCCO3)c2C)cc(OC)c1C (stereo not drawn)
2: CC(C)Cc1ccc(C(C)NC(=O)c2ccc(=O)[nH]c2)cc1 (stereo not drawn)
3: COC(=O)[C@]1(C)N[C@H](CN(C)C(=O)Nc2ccc(F)cc2)[C@@H]2C(=O)N(C)C(=O)[C@@H]21
4: Cc1ccc(NC(=O)CSc2nc3ccc(NC(=O)COc4ccc(C)cc4)cc3s2)cc1
5: Cc1oc(-c2ccccc2F)nc1CSCC(=O)NCCc1ccccc1
6: O=C(NCCc1c[nH]c2ccccc12)C(=O)NCC(c1cccnc1)N1CCN(c2ccccc2)CC1 (stereo not drawn)
7: COc1ccc(-c2c([C@H]3[C@H]4C=CC[C@@H](C)[C@@H]4C(=O)N3Cc3ccccc3)ccc3ccccc23)cc1
8: CCC(NS(=O)(=O)c1ccc(C)cc1)C(=O)Nc1ccc(NC(C)=O)cc1 (stereo not drawn)

Screen / compound no.	1	2	3	4	5	6	7	8
GLS inh	-2%	-1%	-2%	0%	3%	17%	0%	0%
HP1b binding inh	-13%	21%	-1%	50%[activator]	28%	-10%	11%	13%
RGS4 inh	-25%	8%	1%	-4%	21%	-7%	-7%	4%
PI4K2A block	-16	11	0	-1	0	1	-2	-3
ALOX12 inh	68%	-9%	0%	0%	-3%	2%	3%	-30%
G9a block	?	4%	/	4%[59 µM]	-37%[59 µM]	0%	21%[12.7 µM]	-45%[12.7 µM]
JMJD2A Tudor inh	45µM*	-19%	-29%	-1%	-22%	?	-30%	-15%
ERG-DNA inh	9%	9%	11%	-1%	4%	-2%	-8%	-8%
BAZ2B block	50µM*	-14%	/	-1%	-14%	?	-13%	13%

9: CC(C)(C)[C@H]1CCC(=O)N([C@H](CC#N)Cc2ccccc2)CC1
10: CCCCNC(=O)COC(=O)CNC(=O)c1cc(Cl)cc([N+](=O)[O-])c1
11: COC(=O)C1CCN(C(=O)Cn2nnc(-c3ccccc3)n2)CC1
12: O=C(N/C(=C\c1ccco1)C(=O)N1CCCCC1)c1ccc([N+](=O)[O-])cc1
13: Cn1c(Cc2nc(-c3cnccn3)no2)nnc1SCC(=O)Nc1ccccc1
14: C=CCOc1c2ccc(C(=O)NCc3ccccc3OC)cc2nn1C
15: Cc1cc(NC(=O)c2cc(-c3ccco3)on2)no1
16: COc1ccc2cc(S(=O)(=O)Nc3ccccn3)ccc2c1

Screen / compound no.	9	10	11	12	13	14	15	16
GLS inh	-1%	-6%	12%	0%	-12%	5%	1%	9%
HP1b binding inh	47%[activator]	48%[activator]	15%	34%	27%	32%	15%	32%
RGS4 inh	-20%	-27%	11%	-33%	-1%	-7%	3%	-14%
PI4K2A block	1	1	-1	2	-6	-3	-2	-7
ALOX12 inh	0%	-6%	-9%	0%	8%	-3%	-2%	-19%
G9a block	/	-13%	-2%	/	/	-14%[12.7 µM]	-17%[59 µM]	-7%
JMJD2A Tudor inh	9%	-13%[57.1 µM]	1%	-9%	-3%	-17%	-13%	-3%
ERG-DNA inh	3%	1%	11%	/	6%	3%	5%	4%
BAZ2B block	-7%[57.1 µM]	/	-23%	/	-21%	7%[57.1 µM]	-2%	-20%

17: COc1cccc(C2/C(=C(\O)c3ccc4c(c3)OCCO4)C(=O)C(=O)N2c2nnc(C)s2)c1 (stereo not drawn)
18: COc1ccccc1NC(=O)c1ccc(S(=O)(=O)N(C)c2ccccc2)cc1
19: COc1ccc(-n2nc(C(=O)NCCc3ccc(OC)c(OC)c3)c3c4ccccc4n(C)c3c2=O)cc1Cl
20: Cc1cc(=O)oc2cc(OCC(=O)NCCN3CCOCC3)ccc12
21: Cc1ccccc1CSc1nnc2[nH]c(=O)cc(C)n12
22: COc1ccc(Cn2ccnc2SCC(=O)Nc2nc3ccccc3s2)cc1
23: O=C(NC1CC(=O)N(c2ccc(Cl)cc2)C1)c1ccc(S(=O)(=O)N2CCOCC2)cc1 (stereo not drawn)
24: O=C(C1=C(O)C(=O)N(CCN2CCOCC2)C1c1ccc(F)cc1)c1cccs1 (stereo not drawn)

Screen / compound no.	17	18	19	20	21	22	23	24
GLS inh	1%	2%	-4%	-11%	4%	5%	-11%	-1%
HP1b binding inh	3%[57 µM]	43%[activator]	29%	62%[activator]	44%[activator]	-27%[57 µM]	21%	35%
RGS4 inh	-22%	-21%	15%	32%	-11%	-13%	6%	1%
PI4K2A block	-5	0	-3	4	3	0	0	1
ALOX12 inh	?	-21%	-16%	0%	-17%	0%	-17%	?
G9a block	-6%[0.501 µM]	17%[59 µM]	3%[59 µM]	71%[activator]	-1%[59 µM]	-40%[59 µM]	1%[59 µM]	71µM*
JMJD2A Tudor inh	-17%	3%	-10%	0%	-8%	?	-8%	-9%
ERG-DNA inh	1%	4%	4%	-7%	-5%	-2%	-4%	-1%
BAZ2B block	?	1%	/	-1%	2%	?	-15%	10%

In another format: 4 of the compounds above
Second line of a record: GLS inh	HP1b binding inh	RGS4 inh	PI4K2A block	ALOX12 inh	G9a block	JMJD2A Tudor inh	ERG-DNA inh	BAZ2B block
19. COc1ccc(-n2nc(C(=O)NCCc3ccc(OC)c(OC)c3)c3c4ccccc4n(C)c3c2=O)cc1Cl
 : -4%	29%	15%	-3	-16%	3%[59 µM]	-10%	4%	/
20. Cc1cc(=O)oc2cc(OCC(=O)NCCN3CCOCC3)ccc12
 : -11%	62%[activator]	32%	4	0%	71%[activator]	0%	-7%	-1%
21. Cc1ccccc1CSc1nnc2[nH]c(=O)cc(C)n12
 : 4%	44%[activator]	-11%	3	-17%	-1%[59 µM]	-8%	-5%	2%
22. COc1ccc(Cn2ccnc2SCC(=O)Nc2nc3ccccc3s2)cc1
 : 5%	-27%[57 µM]	-13%	0	0%	-40%[59 µM]	?	-2%	?

Next part
25: CC(c1ccco1)N(C(=O)c1ccccc1NS(=O)(=O)c1ccc(Cl)c([N+](=O)[O-])c1)c1ccccn1 (stereo not drawn)
26: Cc1csc(NC(=O)CSc2nnc(-c3ccc(S(=O)(=O)N4CCCC4)cc3)o2)n1
27: C=CCSc1nnc(N2C(=O)C(O)=C(C(=O)c3ccco3)C2c2ccc(F)cc2)s1 (stereo not drawn)
28: O=c1[nH]c2ccccc2nc1/C=C/c1ccc(F)cc1
29: O=C(CN1CCN(S(=O)(=O)c2ccc(F)c(Cl)c2)CC1)N1CCc2ccccc21
30: COc1cc(/C=C/C(=O)OCC(=O)NC(=O)NC(C)(C)C)cc(OC)c1OC
31: COc1ccc(C(=O)Nc2ccc3nc(SCC(=O)N4CCOCC4)sc3c2)cc1
32: O=C(C[C@@H]1C/C=C\C[C@H](Cc2ccc(F)cc2)C(=O)OC[C@@H]2CCCN2C1=O)N[C@H](CO)Cc1ccccc1

Screen / compound no.	25	26	27	28	29	30	31	32
GLS inh	-4%	12%	9%	6%	-1%	3%	-5%	5%
HP1b binding inh	-1%	19%	14%	48%[activator]	30%	32%	37%[activator]	15%
RGS4 inh	-11%	-18%	-53%	13%	-16%	-4%	-10%	-4%
PI4K2A block	-1	1	0	-3	1	5	-1	-4
ALOX12 inh	-7%	10%	?	?	291%[activator]	0%	-13%	-7%
G9a block	?	2%	/	/	5%[12.7 µM]	4%	6%[59 µM]	/
JMJD2A Tudor inh	-33%	-6%	?	7%	-11%	0%[57.1 µM]	-18%	-15%
ERG-DNA inh	-1%	-8%	7%	45%[activator]	/	1%	4%	3%
BAZ2B block	?	6%	50µM*	7%	1%	-18%	-2%	/

33: Cc1cccc2cc(C3CC(c4ccco4)=NN3C(=O)CCC(=O)O)c(Cl)nc12 (stereo not drawn)
34: Cn1c(N)c(C(=O)COC(=O)COc2cc(Cl)c(Cl)cc2Cl)c(=O)n(C)c1=O
35: CCOC(=O)CSc1nnc(CNc2ccccc2Cl)n1-c1ccccc1
36: CCN(CC(=O)Nc1c(F)cccc1F)C(=O)CN1C(=O)NC2(CCCC2)C1=O
37: Cc1cc(C)cc(OC(=O)c2snnc2C)c1
38: CCOc1cc(/C=N/NC(=O)c2ccncc2)ccc1OC(=O)c1ccccc1
39: CCc1nc2oc3ccccc3c(=O)c2c(=O)n1Cc1ccccc1
40: Cc1ccc(-c2ccccc2)n1-c1ccc(C(=O)O)cc1
41: Cc1ncc(CN2CCC(n3nccc3NC(=O)c3ccccc3)CC2)s1
42: COc1ccc(CN(CC2CCC(C(=O)O)CC2)C(=S)Nc2cccc(C)c2)cc1 (stereo not drawn)

Screen / compound no.	33	34	35	36	37	38	39	40	41	42
GLS inh	10%	-9%	20%	1%	-7%	0%	3%	5%	-1%	-2%
HP1b binding inh	24%	19%[57 µM]	17%	24%	79%[activator]	45%[activator]	33%[activator]	1%	23%	40%[activator]
RGS4 inh	-3%	-3%	-20%	17%	-5%	23%	2%	?	16%	-21%
PI4K2A block	4	-2	-1	2	0	-21	-8	0	1	0
ALOX12 inh	-36%	-1%	0%	-6%	-19%	-11%	19%	-18%	-5%	-24%
G9a block	?	/	-9%[59 µM]	8%	-46%[59 µM]	/	?	10µM*	-9%	10%
JMJD2A Tudor inh	-21%	-6%	?	-12%	62%[activator]	-10%	-15%	?	0%	-16%
ERG-DNA inh	-1%	6%	2%	5%	-8%	0%	-5%	3%	4%	15%
BAZ2B block	-28%	/	/	7%	36%	2%	-1%	?	-13%	-8%

Not all compounds are listed (hit frequency here may not be typical).
